TrxR1 substrate – is turned over as a substrate by rat TrxR1; 0.01% of 390,000 active; Potency, µM (titrated, usually from 114 µM), without a hit: at the highest dose activity change, negative = substrate turnover; AID 588456; O89049; purified TrxR1 substrate turnover, NADPH consumption readout; also: potency is read from the fitted curve at half-maximal effect; % is scaled to controls: 0 for no effect and ±100 for the full control effect; nearly all actives have a fitted effect of over 50% in size
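Rat TrxR1, dispensed at 90 nM, was prereduced with 400 uM NADPH (final) for 5 min at ~22 deg C, then incubated with compound 15 min before 400 uM selenite. A first-read NADPH fluorescence drop versus no-compound background flagged substrates.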
rTrxR1 inhibitor – blocks rat thioredoxin reductase 1; O89049; recombinant rTrxR1, NADPH fluorescence consumption, selenite substrate; Potency, µM (top dose mostly 114 µM), inactives show at the highest dose activity change, negative = inhibition, hits mostly inhibitors; 1% of 390,000 active; also: potency is read from the fitted curve at half-maximal effect; % is scaled to controls: 0 for no effect and ±100 for the full control effect; nearly all actives have a fitted effect of over 65% in size
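Rat TrxR1 (90 nM in the dispensed reagent) was pre-reduced with 400 uM NADPH for 5 min at room temperature, then incubated with compound for 15 min. After 400 uM selenite was added, NADPH fluorescence (Ex 340/Em 450 nm) was followed for 8 min.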
TRHR agonist – activates the human TRH receptor. P34981. TRHR cells, calcium flux fluo-8, FDSS agonist mode. activation, % at 2 µM. 0.18% of 360,000 active. AID 493084; in the data active = activation above about 30%; also: 0% is about no effect
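Steps: seed TRHR cells overnight; add fluo-8 no-wash Ca dye, RT 30 min–1.5 h; record 10 s baseline; pin-transfer compounds; monitor fluorescence 1 cycle/s for the agonist window. Calcium increases flag candidate agonists.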
mIDH1 inhibitor – human IDH1 R132H inhibition; O75874; IDH1-R132H enzyme, NADPH consumption, diaphorase/resazurin fluorescence; Potency, µM (top dose mostly 76.6 µM), inactives show top-dose activity change, negative = inhibition, actives largely listed as inhibitors; 0.093% of 390,000 active; AID 602179; also: potency is read from the fitted curve at half-maximal effect; % is scaled to controls: 0 for no effect and ±100 for the full control effect; nearly all actives have a fitted effect of over 65% in size
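IDH1-R132H (0.5 ug/mL) preincubated 30 min with compound, then NADPH (0.016 mM) and alpha-KG (2 mM) added; 80 min at RT, pH 7.5. Remaining NADPH coupled via diaphorase/resazurin to fluorescence (540/590 nm); concentration-response curves normalized to no-enzyme control.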
D2 agonist – D2 dopamine receptor (human) agonism | HEK293 T-REx D2 cells, calcium flux agonist mode | 0.53% of 340,000 active | activation, % at 2 µM | AID 485358 | P14416;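 active = activation over 3 SD above normal in the single-dose calcium agonist read, cut at about 30% in these data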; also: 0% is about no effect
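Agonism scored from kinetic calcium signal (1 read/sec, 180 s) following compound pin transfer, after a 10 s baseline. Cells: HEK293 Trex line expressing inducible D2 receptor coupled to calcium, dye-loaded after overnight culture at 30 C.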
PI4K2A inh – blocks human PI4K2A kinase activity | purified PI4K2A, ADP-Glo luminescence, 1 h; active compounds read low | activity change, negative = inhibition, % at 76.9 µM | Q9BTU6 | AID 1346378 | 0.13% of 420,000 active; in the data active = activity change below about -50%; inconclusive = mostly about -30% to -49%;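 also: -100% = wells without enzyme as full effect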
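In this quantitative HTS, ADP production by PI4K2A was quantified luminescently after 1 h at ambient temperature; 100 microM adenosine served as plate-quality control.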
TRHR enhancer – TRH receptor (human) allosteric enhancement; TRHR cells, fluo-8 calcium fluorescence, EC20 TRH enhancement; 0.66% of 360,000 active; P34981; enhancement, % at 2 µM; in the data active = enhancement above about 30%; also: 0% is about no effect
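TRHR-expressing cells loaded with fluo-8 calcium dye were read kinetically (ex 480/em 530) during compound addition, then stimulated with an EC20 of TRH (10 nM final). Enhancement of the Gq-mediated intracellular calcium response was scored.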
USP1 inh – inhibitors of human USP1/UAF1 deubiquitinase; recombinant USP1/UAF1, Ub-Rhodamine cleavage fluorescence; Potency, µM (doses to about 57.1 µM), inactives show top-dose activity change, negative = inhibition, actives largely listed as inhibitors; AID 743255; O94782; 0.23% of 390,000 active; also: potency is read from the fitted curve at half-maximal effect; % is scaled to controls: 0 for no effect and ±100 for the full control effect; nearly all actives have a fitted effect of over 60% in size; inactives centre near -12
Target sequence (O94782 whole entry, looked up): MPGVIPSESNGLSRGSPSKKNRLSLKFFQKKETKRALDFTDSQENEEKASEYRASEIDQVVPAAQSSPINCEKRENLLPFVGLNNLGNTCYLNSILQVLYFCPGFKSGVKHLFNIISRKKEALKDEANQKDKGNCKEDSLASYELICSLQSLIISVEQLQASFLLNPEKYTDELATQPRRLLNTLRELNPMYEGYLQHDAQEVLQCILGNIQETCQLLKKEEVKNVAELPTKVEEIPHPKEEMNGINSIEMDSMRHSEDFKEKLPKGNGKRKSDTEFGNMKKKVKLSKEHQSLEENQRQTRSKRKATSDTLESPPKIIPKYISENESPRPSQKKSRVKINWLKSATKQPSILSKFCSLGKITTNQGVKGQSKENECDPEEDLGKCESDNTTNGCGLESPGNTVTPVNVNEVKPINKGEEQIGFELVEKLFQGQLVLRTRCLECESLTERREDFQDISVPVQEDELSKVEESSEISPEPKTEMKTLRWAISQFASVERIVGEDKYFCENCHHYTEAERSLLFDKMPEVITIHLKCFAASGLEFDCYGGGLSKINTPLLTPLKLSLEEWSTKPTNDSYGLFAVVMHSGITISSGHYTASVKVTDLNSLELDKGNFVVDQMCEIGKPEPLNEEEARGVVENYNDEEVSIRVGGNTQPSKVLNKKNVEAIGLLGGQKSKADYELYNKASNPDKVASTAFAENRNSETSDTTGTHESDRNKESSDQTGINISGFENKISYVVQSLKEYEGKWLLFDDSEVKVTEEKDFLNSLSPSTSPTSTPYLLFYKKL
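In this screen, compounds sit with the deubiquitinase complex (1nM) for 15 min at room temperature before Ub-Rho is added at 150nM final. Fluorescence rise is then followed for 6 reads every 60 seconds.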
D2 antag – antagonists of human D2 dopamine receptor; P14416; HEK293 TREx D2 cells, calcium flux, dopamine EC80; inhibition, % at 10 µM; 2% of 340,000 active; in the data active = inhibition above about 30%; also: 0% is about no effect
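Measurement of antagonist activity uses fluorescent calcium dye in inducible HEK293 T-REx D2 cells: 10 s baseline, compound addition with 180 s read, EC80 dopamine addition with a further 180 s read.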
The depositor's hits bear a star; ? = inconclusive; / = not tested or not shown; & = joins results of further samples; [ ] = remark or other dose. Unless noted, calls follow the shape of the dose curve; as a rule, active = well fitted inhibition curve with a large enough effect; inconclusive = small, poorly fitted or top-dose-only effect; inactive = no such curve, though single readings can be large or run the other way.

Order of values – TrxR1 substrate	rTrxR1 inhibitor	TRHR agonist	mIDH1 inhibitor	D2 agonist	PI4K2A inh	TRHR enhancer	USP1 inh	D2 antag
1. COC(=O)CNC(=O)COC(=O)c1cc(SC)ccc1Cl
  -1%	-12%	1.1	-2%	1.8	4	6	-7%	19
2. Cc1cccc(CC(=O)Nc2ccon2)c1
  2%	13%	-0.3	-4%	0.5	-2	4	-12%	-3
3. O=c1cc(/C=C/c2ccccc2)oc2c1ccc1ccccc12
  79%[activator]	?	-0.6	2%	-0.7	1	5	-28%	10
4. Cc1cc(OCC(=O)NCCCn2ccnc2)c2c(C)c(C)c(=O)oc2c1
  107%[activator]	27%	0.2	-2%	-0.5	5	2	-23%	3
5. O=C(Nc1cccn(Cc2c(Cl)cccc2Cl)c1=O)c1ccc(Cl)cc1Cl
  9%[57.1 µM]	14%[57.1 µM]	/	-1%	/	-1	/	-21%	/
6. Cc1c(/C=N\NC(=O)C2(C)CC2(Cl)Cl)cnn1C (centres undefined)
  -6%	-8%	0.1	5%	0.6	4	-4	-8%	-5
7. CCCNC(=O)c1n[nH]c2c1CC(C(C)(C)CC)CC2 (centres undefined)
  0%	5%	-0.4	-6%	-0.9	4	13	?	-8
8. CC(CCc1ccccc1)NC(=O)C(Cc1ccccc1)NS(=O)(=O)c1cccs1 (centres undefined)
  2%	18%	-0.4	-2%	-2.8	-1	-7	-7%	3
9. CC(=O)Nc1ccc(S(=O)(=O)N2CCN=C2SCc2cccnc2)cc1
  -5%	17%	0.7	-9%	-0.7	-3	8	-17%	-2
10. COC(=O)C1C(c2ccccc2)C(C(=O)N2CCOCC2)C1c1ccccc1 (centres undefined)
  -5%	-8%	0.3	4%	-0.8	-2	-2	-18%	-3
11. CCc1nn2c(=O)cc(COC(=O)c3ccccc3NC(=O)COc3ccccc3C)nc2s1
  -5%[57.1 µM]	1%[57.1 µM]	0.1	-10%	-2.1	3	3	-5%	/
12. C[n+]1ccccc1Nc1cc([N+](=O)[O-])ccc1N
  -5%	-17%	0.5	1%	0.9	-7	0	-6%	4
13. COc1ccc(CNC(=O)Cn2ccc([N+](=O)[O-])n2)cc1OC
  -4%	1%	-0.2	-1%	0.3	2	-2	-16%	11
14. CCOC(=O)Nc1cc2c(C)cc(=O)oc2cc1C
  47%[activator]	-18%	-0.5	1%	0.5	12	-1	-7%	-2
15. O=C(O)CN1C(=O)C2(OCCO2)c2cc(Br)ccc21
  -6%[57.1 µM]	9%[57.1 µM]	/	-1%	/	-4	/	-2%	/
16. C/C(=N/NS(=O)(=O)c1ccc(C)cc1)[C@H]1C[C@@H]1c1ccccc1
  6%	-5%	-2.5	-3%	-3.9	9	0	-9%	-19
17. Cc1ccc(Cc2cncc(O)c2)cc1S(=O)(=O)O
  5%	-7%	2.3	9%	0.4	-5	8	-14%	0
18. Cc1nnc2c3ccccc3nc(Nc3cccc(O)c3)n12
  -1%	18%	0.3	-6%	0.6	-2	2	-9%	/
19. Cc1n[nH]c(C)c1S(=O)(=O)N(CC(=O)Nc1ccc(C(F)(F)F)cc1)c1ccc(C(C)C)cc1
  1%	30%	2.4	?	1.4	0	5	-25%	/
20. N#C/C(=C(\O)c1ccco1)c1ccccn1
  9%[57.1 µM]	9%[57.1 µM]	0.2	1%	0.2	4	-2	2%	-5
21. CSCCC(NC(=O)c1ccccc1)C(=O)N1CCCCCCC1 (centres undefined)
  1%	20%	0.1	-8%	0.1	0	6	-18%	-18
22. O=C(N/N=C/C=C\c1ccccc1[N+](=O)[O-])c1cccs1
  -5%	-6%	-0.1	0%	0.1	-1	-3	-11%	4
23. COc1ccc(S(=O)(=O)N2CCOCC2)cc1NC(=O)COc1cccnc1[N+](=O)[O-]
  -14%	-15%	-0.1	-9%	-0.6	1	-4	-4%	26
24. COC(=O)c1c(C)nc(C)c(C(=O)OC)c1-c1cccs1
  -8%[57.1 µM]	27%[57.1 µM]	-3.5	9%	-3.0	0	6	-16%	-3
25. COc1ccc(C)cc1NS(=O)(=O)c1ccc2c(c1)n(C)c(=O)n2C
  1%[57.1 µM]	18%[57.1 µM]	0.1&-0.6	7%&4%	-0.3&0.1	0&-1	-1&-4	?	-1
26. c1ccc(-c2nc3nonc3c3nc4ccccc4n23)cc1
  18%	28%	-0.1	1%	0.8	-1	14	-4%	-6
27. CCCCN1C=C(C(=O)OC)C(c2ccccc2C(F)(F)F)C(C(=O)OC)=C1
  102%[activator]	47%[activator]	0.1	4%	1.0	-4	-1	-5%	1
28. Cc1cc(C)cc(C(=O)O/N=C(\N)c2ccc(Br)cc2)c1
  0%	8%	-0.2	-4%	-0.3	-1	-3	-19%	35*
29. CCNC(=O)NC(=O)COC(=O)CCCSc1nc2ccccc2[nH]1
  6%[11.4 µM]	-13%[11.4 µM]	-0.1	3%	0.4	2	0	-11%	14
30. O=C(NC(=S)Nc1ccc(CN2CCOCC2)cc1)c1ccco1
  4%[57.1 µM]	-13%	1.1	6%	4.0	2	3	-14%	10

Entries of single compounds, quoted from the list:
CSCCC(NC(=O)c1ccccc1)C(=O)N1CCCCCCC1 (centres undefined) across the screens: TrxR1 substrate = 1%; rTrxR1 inhibitor = 20%; TRHR agonist = 0.1; mIDH1 inhibitor = -8%; D2 agonist = 0.1; PI4K2A inh = 0; TRHR enhancer = 6; USP1 inh = -18%; D2 antag = -18
COc1ccc(CNC(=O)Cn2ccc([N+](=O)[O-])n2)cc1OC across the screens: TrxR1 substrate = -4%; rTrxR1 inhibitor = 1%; TRHR agonist = -0.2; mIDH1 inhibitor = -1%; D2 agonist = 0.3; PI4K2A inh = 2; TRHR enhancer = -2; USP1 inh = -16%; D2 antag = 11
COc1ccc(C)cc1NS(=O)(=O)c1ccc2c(c1)n(C)c(=O)n2C across the screens: TrxR1 substrate = 1%[57.1 µM]; rTrxR1 inhibitor = 18%[57.1 µM]; TRHR agonist = 0.1&-0.6; mIDH1 inhibitor = 7%&4%; D2 agonist = -0.3&0.1; PI4K2A inh = 0&-1; TRHR enhancer = -1&-4; USP1 inh = ?; D2 antag = -1

New compounds follow
No. | compound | TrxR1 substrate | rTrxR1 inhibitor | TRHR agonist | mIDH1 inhibitor | D2 agonist | PI4K2A inh | TRHR enhancer | USP1 inh | D2 antag
31 | CCCC(=O)Oc1cccc(C2NC(=O)c3ccccc3O2)c1 (centres undefined) | -3% | 25%[11.4 µM] | -0.4 | 7% | 1.0 | 9 | 0 | -13% | -5
32 | Cc1cccc(C)c1OCC(=O)OCC(=O)Nc1ccc(Cl)cn1 | 0% | 6% | -0.3 | 0% | -1.2 | 1 | 2 | -6% | -22
33 | COCCN(C(=O)c1ccc(COc2ccccc2)o1)c1c(N)n(CC(C)C)c(=O)[nH]c1=O | -7% | -15% | 0.1 | 2% | -0.2 | 4 | 1 | -17% | -13
34 | O=c1[nH]c2ccccc2c2nc(-c3cccc(S(=O)(=O)N4CCCC4)c3)nn12 | 0% | 4% | 0.4 | 0% | 1.9 | -2 | 4 | -16% | 3
35 | COc1cccc(NC(=O)CSc2c3c(nc4ccccc24)CCCC3)c1 | -1%&9% | -22%&6% | -0.9&-1.0 | 0%&3% | -0.2&-0.7 | 1&-4 | 3&2 | -17%&-21% | -18
36 | CC1=NNC(=O)C1CC(=O)N/N=C/C=C/c1ccccc1 (centres undefined) | -1% | 1% | -0.1 | 5% | 3.0 | 3 | -2 | -19% | -8
37 | c1cc(N2CCCC2)ccc1C(c1nnnn1C1CCCCC1)N1CCOCC1 (centres undefined) | 6%[57.1 µM] | 7.1µM* | -1.0 | 4% | 0.4 | -10 | 2 | -14% | -5
38 | CCc1ccc(C2CC(=O)c3c([nH]c(C(=O)OCCOc4ccccc4)c3C)C2)cc1 (centres undefined) | -6% | -1% | 1.7 | -12% | 1.5 | 0 | -3 | 17% | /
39 | O=C(c1ccc(Cn2c(=S)[nH]c3ccc(N4CCOCC4)cc3c2=O)cc1)N1CCC(N2CCCCC2)CC1 | 3%[57.1 µM] | 13%[57.1 µM] | -0.7 | 1% | 0.4 | -18 | -3 | -8% | 22
40 | CN(C(=O)CC1C(=O)NCCN1Cc1ccc(F)cc1)C1CCOCC1 (centres undefined) | 12% | -11% | 1.5 | 9% | 3.6 | -9 | 3 | -6% | -6
41 | O=C(CC1N=C2c3ccccc3N=C(SCC(=O)Nc3ccc(F)cc3)N2C1=O)NCc1cccs1 (centres undefined) | -7%[57.1 µM] | 5%[57.1 µM] | -0.2 | -22% | 0.0 | -3 | 3 | ? | /
42 | COc1cc(NC(=S)NC(=O)c2c(OC)cccc2OC)ccc1NC(=O)c1cccs1 | 10%[57.1 µM] | -17%[57.1 µM] | 0.7 | -9% | 0.4 | -2 | 0 | -13% | -3
43 | CCN1C(=O)[C@H]2[C@@H](c3ccc(SC4CCCCC4)c(OC)c3)N[C@@](Cc3ccccc3)(C(=O)OC)[C@H]2C1=O | -3% | 19% | 2.5 | -2% | 1.3 | -7 | -12 | 18% | -7
44 | CN(C)C(=O)CCc1ccc2c3c([nH]c2c1)[C@]1(CCc2ccccc2)[C@@H](C(=O)N2CCCCC2)C[C@H](CC(=O)NCc2cccc(C(F)(F)F)c2)C(=O)N1CC3 | -3% | 0% | / | -8% | / | 0 | / | -27% | /
45 | CCOC(=O)CN=C1CC(C)(C)CC2=C1Sc1ncnc(N(C)C)c1N2 | 1% | ? | -0.2 | 0% | -0.2 | 6 | 7 | -10% | -3
46 | O=C(NCC1CCCO1)c1ccccc1NS(=O)(=O)c1cccs1 (centres undefined) | 2% | 18% | 0.1 | 1% | -0.7 | 0 | 2 | -12% | -14

Results in sequence from the list.
PI4K2A inh, entries 33–38, in order: 4, -2, 1&-4, 3, -10, 0
